GAA inh: qHTS Assay for Inhibitors of Human alpha-Glucosidase as a Potential Chaperone Treatment of Pompe Disease; Lysosomal alpha-glucosidase (Homo sapiens), P10253; purified human GAA, 4-MU-alpha-glucoside fluorescence; Potency, µM (top dose mostly 76.9 µM), for inactives: at the top dose activity change, negative = inhibition, actives largely listed as inhibitors; 0.005% of 200,000 active;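 further: plate controls were uninhibited enzyme wells for no effect and no-enzyme background for full effect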
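Activity normalized between no-enzyme (basal) and enzyme-only wells. Conditions: 4 nM human enzyme, 400 uM fluorogenic substrate, citrate/phosphate pH 5.0 with Tween-20, 20 min room temperature, compounds up to 77 uM.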
SMN2 splice up: qHTS Assay for Enhancers of SMN2 Splice Variant Expression; HEK293 SMN2-luciferase splicing reporter, luminescence, 30-36 h; Potency, µM (series often up to 46.1 µM), for the others: top-dose activity change, positive = activation, usual class: activators; 2.8% of 210,000 active; further: % of control where 0% means no effect; nearly all actives have a fitted effect of over 55% in size
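HEK293 cells carry an SMN2 […]–luciferase reporter in which exon 7 inclusion puts luciferase in frame. Cells were plated 10-12 h before compound addition, then incubated 30-36 h at 37C. ONE-Glo luminescence was read; sodium butyrate at 4.5 mM final served as control.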
aGal spleen mod: qHTS Assay for Inhibitors and Activators of Human alpha-Galactosidase From Spleen Homogenate; human spleen homogenate, 4MU-alpha-Gal fluorescence, 40 min; Potency, µM (highest dose often 80 µM), for inactives: top-dose activity change, negative = inhibition, actives largely listed as inhibitors; 0.008% of 240,000 active;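 further: 0% = enzyme with vehicle and -100% = no enzyme basal signal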
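Fluorogenic readout (Ex 365/Em 440 nm) of 4-methylumbelliferone released from 1 mM 4-MU-alpha-galactoside by spleen homogenate, 40 min at 37C, pH 5.0. Data normalized to no-enzyme and enzyme controls; Hill-equation AC50 from compound titrations.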
KDM4E inh: qHTS Assay for Inhibitors of Human Jumonji Domain Containing 2E (JMJD2E). JMJD2E catalytic domain, FDH-coupled NADH fluorescence (FDH is formaldehyde dehydrogenase). Lysine-specific demethylase 4E (Homo sapiens), B2RXH2. 1.6% of 230,000 active. Potency, µM (highest dose often 57.1 µM), inactives show top-dose activity change, negative = inhibition, most hits filed as inhibitors; active means well fitted inhibition curve with a large enough effect, not every such curve was filed as active; inconclusive means small, poorly fitted or top-dose-only effect, or another doubt; inactive means no such curve, though single readings can be large or run the other way;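 further: 0% = wells with enzyme and -100% = buffer wells without enzyme; nearly all actives have a fitted effect of over 50% in size; many of its hits are not listed in these tables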
Target sequence (B2RXH2 1-337 limits assumed): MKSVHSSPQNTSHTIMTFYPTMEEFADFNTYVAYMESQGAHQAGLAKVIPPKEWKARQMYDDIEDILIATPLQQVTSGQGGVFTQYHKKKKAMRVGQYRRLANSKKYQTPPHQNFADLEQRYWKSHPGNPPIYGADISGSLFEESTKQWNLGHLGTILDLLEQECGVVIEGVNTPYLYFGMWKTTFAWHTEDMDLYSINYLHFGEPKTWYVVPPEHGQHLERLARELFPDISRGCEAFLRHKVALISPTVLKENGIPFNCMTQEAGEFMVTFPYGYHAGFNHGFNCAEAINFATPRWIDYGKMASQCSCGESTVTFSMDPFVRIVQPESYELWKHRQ
RGS12 GoLoco inh: qHTS Assay for Inhibitors of RGS12 GoLoco Motif Activity (Red Fluorophore); 0.44% of 230,000 active; Gai1:RGS12 GoLoco peptide FP, rhodamine, 10 min; Guanine nucleotide-binding protein G(i) subunit alpha-1 (Homo sapiens), P63096; Potency, µM (highest dose often 61.6 µM), without a hit: top-dose activity, negative = inhibition, usual class: inhibitors; active means well fitted inhibition curve with a large enough effect, not every such curve was filed as active; inactive means no such curve, though single readings can be large or run the other way; further: on the % scale 0 is the no-effect control and ±100 the full control effect; nearly all actives have a fitted effect of over 30% in size; many of its hits are not listed in these tables
Target sequence (P63096 whole entry, looked up): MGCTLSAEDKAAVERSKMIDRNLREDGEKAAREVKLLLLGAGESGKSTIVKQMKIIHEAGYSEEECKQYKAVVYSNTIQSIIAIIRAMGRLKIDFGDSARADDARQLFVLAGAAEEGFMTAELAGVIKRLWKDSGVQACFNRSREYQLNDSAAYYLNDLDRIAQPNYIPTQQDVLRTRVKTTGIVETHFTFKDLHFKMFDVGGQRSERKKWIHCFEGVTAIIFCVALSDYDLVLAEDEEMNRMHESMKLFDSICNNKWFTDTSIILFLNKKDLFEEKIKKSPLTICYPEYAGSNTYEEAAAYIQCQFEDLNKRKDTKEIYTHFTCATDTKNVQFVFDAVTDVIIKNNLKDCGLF
GAA glycogen mod: qHTS Assay for Inhibitors and Activators of Human alpha-Glucosidase Cleavage of Glycogen; Lysosomal alpha-glucosidase (Homo sapiens), P10253; recombinant GAA, glycogen substrate, Amplex Red glucose oxidase fluorescence; AID 2100, 2009; 0.38% of 300,000 active; Potency, µM (highest dose often 76.4 µM), inactives show top-dose activity change, negative = inhibition, actives largely listed as inhibitors;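 further: 0% = full enzyme reaction and -100% = no-enzyme basal signal; the screen sought inhibitors and activators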
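Natural-substrate format: glycogen cleavage by 4 nM human enzyme, glucose read by Amplex Red coupling (Ex 573, Em 610 nm). Normalized to enzyme and no-enzyme controls.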
aGlu spleen mod: qHTS Assay for Inhibitors and Activators of Human alpha-Glucosidase From Spleen Homogenate; AID 2112, 2009; Lysosomal alpha-glucosidase (Homo sapiens), P10253; 0.006% of 240,000 active; human spleen homogenate, 4-MU-alpha-glucoside fluorescence; Potency, µM (top dose mostly 79.9 µM), for the others: at the top dose activity change, negative = inhibition, actives largely listed as inhibitors;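 further: 0% = enzyme with vehicle and -100% = no enzyme basal signal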
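Enzyme source: human spleen homogenate, 1 ug/well. Buffer 50 mM citric acid/K phosphate pH 5.0, 0.01% Tween-20. 4-MU-alpha-glucoside 1 mM; 37 C x 40 min; NaOH/glycine stop; fluorescence.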
ALDH1A1 inh: qHTS Assay for Inhibitors of Aldehyde Dehydrogenase 1 (ALDH1A1); Purified ALDH1A1, NADH fluorescence, propionaldehyde substrate; Potency, µM (series often up to 75.3 µM), inactives show top-dose activity, negative = inhibition, hits mostly inhibitors; 7.3% of 220,000 active; active means well fitted inhibition curve with a large enough effect, not every such curve was filed as active; inconclusive means small, poorly fitted or top-dose-only effect, or another doubt; inactive means no such curve, though single readings can be large or run the other way;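 further: plate controls were no enzyme wells and a reference inhibitor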
* marks the source's active call; other numbers are inactive results; ? = inconclusive; . = no result given; [ ] = remark or other dose. Unless noted, the call rests on the fitted dose curve; in most records, active means well fitted curve in the direction sought with a large enough effect; inconclusive means small, poorly fitted or top-dose-only effect, or another doubt; inactive means no such curve, though single readings can be large; an effect the other way counts as inactive or inconclusive. Potency means the concentration at half of the fitted maximal effect.

SMILES | GAA inh | SMN2 splice up | aGal spleen mod | KDM4E inh | RGS12 GoLoco inh | GAA glycogen mod | aGlu spleen mod | ALDH1A1 inh
Cc1cccc(CC(C)NC(=O)CCc2nnc(CCCCc3ccccc3)o2)n1 (stereo not given) | 11% | -26% | 5% | 2% | 6% | -11% | 0% | -2%
CN(C)CCCN(C(=O)CCc1ccccc1)c1nc2ccc(F)cc2s1 | -2% | 1% | -7% | 1% | 7% | -10% | 1% | -3%
CCc1nn(-c2ccccc2)c(=S)c2ccccc12 | 3% | 6% | -3% | 3% | 14% | 9% | -2% | ?
O=C(c1ccc([N+](=O)[O-])cc1)N1CCSC1c1ccc(Cl)cc1 (stereo not given) | -1% | -3%[1.84 µM] | 4% | -6% | -3% | -5% | 2% | 12%
CCC/C=C(\CCC)C(NC(=O)C(C)(C)C)c1ccc(C(=O)OC)cc1 (stereo not given) | . | -21% | 19% | -29% | -7% | . | 0% | -6%
CCOC(=O)N1CCN(Cc2cccs2)CC1 | -6% | ? | 8% | -6% | -3% | 8% | 8% | -13%
NS(=O)(=O)c1ccc(N/N=C2/CCCc3ccccc32)c([N+](=O)[O-])c1 | -1% | -10% | 3% | -6% | 5% | 3% | 2% | -3%
CCN(c1c(C)n(C)n(-c2ccccc2)c1=O)S(C)(=O)=O | -3% | -3% | 1% | 0% | -4% | 2% | -3% | 6%
CCC(Sc1nc2cc(OC)c(OC)cc2c(=O)n1Cc1ccc(OC)cc1)C(=O)NCCOC (stereo not given) | 4% | . | -2% | 1% | 5% | 4% | 3% | 0%
CCOc1cccc(C(=O)Nc2ccc(N(CC)CC)cc2)c1 | -8% | 23% | 8% | 7% | -30% | 2% | -2% | ?
COc1ccc(O)c(-c2cc(-c3cccc(Br)c3)n[nH]2)c1 | -3% | 28% | 5% | -5% | 6% | -20% | -2% | 4%
CCOC(=O)c1cccc(NC(=O)C2CCN(S(=O)(=O)c3cccs3)CC2)c1 | -5% | -29% | 26% | 10% | -3% | 1% | 0% | -4%
COc1ccc(-c2nnc(SC(C)C(=O)Nc3c(C)n(C)n(-c4ccccc4)c3=O)o2)cc1 (stereo not given) | -12% | 12% | -1% | 7% | -5% | 8% | -1% | 11%
CCOC(=O)/C(C#N)=N/Nc1ccc(S(=O)(=O)N2CCc3ccccc32)cc1 | -5% | -58%[inhibitor] | -5% | 0% | 6% | 9% | -9% | -13%
CS(=O)(=O)N(CC(=O)N/N=C/c1ccc(OCC(=O)N2CCOCC2)cc1)c1ccccc1Cl | -2% | 11% | 4% | 5% | 5% | -7% | 2% | 2%
CCC(=O)c1ccccc1OCCN1C(=O)NC(C)(C)C1=O | -12% | -6% | -17% | 1% | -4% | -2% | -13% | -15%
O=C(CN1C(=O)CC(c2ccco2)Sc2ccccc21)NC1CCCCC1 (stereo not given) | . | . | 9% | 2% | 1% | 6% | 0% | -4%
CCOc1cc(/C=N/O)ccc1OCC(=O)Nc1cccc(C)c1 | 6% | -4% | 5% | -10% | -12% | -11% | -1% | 12%
CC(NC(=O)CC12CC3CC(CC(C3)C1)C2)C(=O)O (stereo not given) | 3% | ? | -3% | -3% | 3% | 4% | -13% | 4%
C=CCOCC(O)CS(=O)(=O)Cc1ccc(Cl)cc1 (stereo not given) | 1% | -7% | 1% | 3% | 6% | 0% | 1% | 1%
CCOc1cccc(C(=O)Nc2ccccc2OC(F)F)c1 | -7% | 18% | -3% | -8% | 4% | -11% | -17% | 0%
CCOC(=O)NC(=O)CSc1nc(C)cc(C)c1C#N | 4% | 112% | -4% | ? | 7% | 4% | -16% | ?
Cc1ccc(-c2csc(-c3c[nH]c4ccccc34)n2)c(C)c1 | -11% | 21% | 3% | ? | -2% | -10% | -2% | -6%
COC(=O)c1cn(NC(=O)Cc2ccc(Cl)c(Cl)c2)c(=O)c2ccccc12 | 1% | -5% | 3% | ? | -3% | -4% | 7% | ?
O=C(NNC1=NC2(CCCC2)Cc2ccccc21)c1ccncc1 | 5% | -10% | -9% | -1% | -4% | 6% | -4% | ?
CCN(Cc1ccccc1)C(=O)C1CCC(CNc2c(N3CCOCC3)c(=O)c2=O)CC1 (stereo not given) | -1% | 1% | 6% | 4% | -10% | 12% | -4% | 0%
C/C(=N\NC(=O)CCc1ccc(S(=O)(=O)N2CCOCC2)cc1)c1ccc(Br)cc1 | 0% | -4% | 2% | -8% | 2% | -10% | -2% | 10%
Cc1cccc(NC(=O)c2cc([N+](=O)[O-])ccc2N2CCN(C)CC2)c1 | 2% | -3% | 4% | -2% | -1% | -2% | -7% | ?
O=C(Cc1cccs1)Nc1nnc(SCc2cccc3ccccc23)s1 | -1% | 17% | 15% | -5% | 103%[activator] | 6% | 8% | 14%
COc1ccc(S(=O)(=O)/N=C2/NC(=O)/C(=C\c3ccco3)S2)cc1 | ? | 4%[1.84 µM] | -1% | 0% | 25% | 2% | -8% | 18µM*
CCOC(=O)C(=O)/C(=C\N(C)C)c1onc(-c2ccccc2)c1C(=O)OC | 5% | -2% | 0% | -3% | -2% | 7% | -5% | ?
Nc1ccccc1C(=O)NCc1ccc(F)cc1 | ? | 1% | 7% | -3% | 1% | -1% | -7% | ?
O=C(OCc1nnc(-c2ccccc2)o1)c1cccnc1Cl | -1% | 5% | -1% | -4% | 8% | 7% | 4% | 0%
CSc1nc2c(c(=O)n1C)SC(C)C2 (stereo not given) | -23% | 7% | 0% | -4% | 9% | -6% | -3% | -8%
CC1(C)C(=O)OC(C(=O)c2ccc(Cl)cc2)C(C)(C)C1=O (stereo not given) | ? | -4% | -7% | -12% | -6% | -5% | 3% | 4%
COC(=O)[C@H](Cc1ccccc1)NC(=O)O[C@@H]1C(=O)c2ccc(OC)cc2O[C@H]1c1cccc(C(F)(F)F)c1 | . | -3% | -12% | 4% | -4% | . | 5% | -1%
Cc1cc(C)n(-c2n[nH]c(C)c2[N+](=O)[O-])n1 | ? | . | -6% | 11% | 8% | 9% | -3% | -2%
CC(C)(C)NC(=O)COc1ccc(CNn2nnnc2N)cc1 | -1% | 5% | -2% | 16% | -8% | 4% | -2% | 6%
COc1cc(OC)c2c(=O)c(-c3ccccc3)coc2c1 | . | 11µM* | 4% | ? | -13% | . | 6% | ?
C=CCON/C(CCC)=C1\C(=O)CC(C)(C)CC1=NC | 2%[15.4 µM] | . | 8% | 6% | -7% | 1% | 3% | 5%
CC(C(=O)Nc1nccs1)N1C(=O)C2CC=CCC2C1=O (stereo not given) | -2% | . | -3% | 5% | -3% | 5% | -4% | -2%
O=C(/C=C/c1cccs1)NC1CC1 | 1% | 2% | 2% | 9% | 7% | 1% | 8% | -3%
C=CCN(CC(O)c1cccc([N+](=O)[O-])c1)C(C)CCc1ccccc1 (stereo not given) | . | . | 4% | -8% | 6% | 5% | 2% | .
NNC(=O)c1csc(-c2cccc(C(F)(F)F)c2)n1 | -1% | 22% | 6% | 21% | 1% | -24% | . | 4.5µM*
CCCCn1c(=O)c2c(c3ccccc31)OCC(=O)N2 | ? | 18% | 2% | -3% | -5% | 13% | -19% | 20µM*

In another format: entries from further up
CC(C)(C)NC(=O)COc1ccc(CNn2nnnc2N)cc1
- GAA inh: -1%
- SMN2 splice up: 5%
- aGal spleen mod: -2%
- KDM4E inh: 16%
- RGS12 GoLoco inh: -8%
- GAA glycogen mod: 4%
- aGlu spleen mod: -2%
- ALDH1A1 inh: 6%
O=C(Cc1cccs1)Nc1nnc(SCc2cccc3ccccc23)s1
- GAA inh: -1%
- SMN2 splice up: 17%
- aGal spleen mod: 15%
- KDM4E inh: -5%
- RGS12 GoLoco inh: 103%[activator]
- GAA glycogen mod: 6%
- aGlu spleen mod: 8%
- ALDH1A1 inh: 14%

(more compounds)
SMILES | GAA inh | SMN2 splice up | aGal spleen mod | KDM4E inh | RGS12 GoLoco inh | GAA glycogen mod | aGlu spleen mod | ALDH1A1 inh
COC(=O)c1ccccc1OCCCOc1ccc(C)cc1OC | -6%[15.4 µM] | -8% | -15% | -6% | 9% | 1% | 5% | -9%
O=C(NCc1ccc(F)cc1)c1ccc(N2CCc3ccccc32)c([N+](=O)[O-])c1 | -3% | -62%[inhibitor] | -4% | 3% | -4% | -6% | 1% | ?
CCN(CC)S(=O)(=O)c1ccc(N2CCOCC2)c(NC(=O)CNCCc2ccccc2)c1 | -4%[15.4 µM] | . | 3% | ? | -15% | -1% | 0% | 11µM*
CC(=O)N1c2ccccc2C2(C)C(C1(C)C)C2(Cl)Cl (stereo not given) | 14% | -14% | 4% | 3% | -20% | 15% | -3% | 2%
CCOC(=O)N1CCN(CC(=O)Nc2ccc(C)cc2)CC1 | 0% | -16% | 9% | 17% | 6% | -2% | 4% | ?
CC(C)CC(=O)NS(=O)(=O)c1ccc(NS(C)(=O)=O)cc1 | 12% | -3% | 8% | -10% | 14% | 2% | 7% | 6%
CC(=O)c1ccc(N2CCN(C(=S)Nc3ccc(Cl)c(Cl)c3)CC2)cc1 | -6% | -25% | -9% | 1% | 3% | 3% | -3% | -2%
Cc1ccc(-c2nc3sc(C#N)c(N)n3c(=O)c2C#N)cc1 | 0% | 25% | 2% | 1% | 3% | 0% | 1% | 20%
COc1ccccc1N(C(=O)c1ccco1)C(C(=O)NC1CCCC1)c1cccnc1 (stereo not given) | 3% | 25% | 2% | 4% | 0% | 4% | -1% | 11%
COc1ccc(NC(=S)NC2CC3CCC(C2)N3Cc2ccco2)cc1 (stereo not given) | -6% | . | 2% | 1% | 12% | 3% | -5% | 0%

Screening data from PubChem BioAssay.

An excerpt; the hit share may differ from the screen's.
